Screening data (PubChem BioAssay)
CDK5 p35 inh: inhibitors of human CDK5/p35 kinase, primary screen, biochemical, single concentration | Cyclin-dependent kinase 5 (Homo sapiens) + Cyclin-dependent kinase 5 activator 1 (Homo … | Recombinant CDK5/p35, ADP-Glo luminescence, 60 min | 330,000 tested, 0.01% active | inhibition, % at 10 µM;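 active means highest replicate inhibition of at least 50% and at least 75% of replicates reaching 50%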;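 further: plate controls were DMSO neutral control for no effect and GW8510 at 10 µM for full effect; many of its hits are not listed in these tables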
Tat transport: E. coli Tat export inhibitors, primary screen, MC4100, TorA-mCherry reporter, fluorescence, single point; inhibition, % at 10 µM; 340,000 tested, 0.036% active; AID 488895, 2010;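 active means mean replicate inhibition at least 50% and at least half of replicates individually reaching 50%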;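 further: exported cargo escapes ClpAP degradation while cytoplasmic cargo is degraded and loses fluorescence; 0% = median of neutral control wells and 100% = median of NaSCN control wells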
cardiac RTF act: cardiac RTF calcium sensitivity activators, primary screen, biochemical, IANBD-TnC fluorescence, EC20 calcium | Troponin I, cardiac muscle (Homo sapiens) + Troponin T, cardiac muscle (Homo sapiens) + … | IANBD-labeled TnC RTF fluorescence at EC20 calcium; 0% EC20 calcium, 100% full calcium | activation, % at 7.2 µM | 340,000 tested, 0.24% active;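 active means activation above the mean over all tested compounds plus 3 SD, cut at about 30% in these data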;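 further: rise in fluorescence read as greater calcium sensitivity of cardiac thin filaments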
MITF act: activators of MITF-driven TRPM1 promoter reporter, primary screen, cell-based, SK-MEL-5, luciferase, single point; SK-MEL-5 TRPM1-promoter luciferase, 24 h; % of positive control, neutral wells = 0; activation, % at 12.5 µM; 300,000 tested, 0.75% active; AID 588334, 2011;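 active means mean activation of at least 80% with every replicate also reaching 80%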;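 further: 0% = neutral control wells and 100% = parthenolide positive control wells; values of inactives mirror those of a sister screen read the other way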
dFosB act: activators of delta FosB homodimer, primary screen, biochemical, fluorescence polarization, TAMRA-CDK5 oligo, single point; purified delta FosB; percent of positive-control signal above neutral wells; Protein FosB (Mus musculus), P13346; activation, % at 25 µM; 340,000 tested, 0.99% active;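 active means mean activation above about 17%, with every replicate also reaching it, limit read from the data, passing the limit was not always enough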;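 further: fluorescence polarization rise as delta FosB binds a TAMRA Cdk5 AP-1 oligo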
Target sequence (P13346 whole entry, looked up): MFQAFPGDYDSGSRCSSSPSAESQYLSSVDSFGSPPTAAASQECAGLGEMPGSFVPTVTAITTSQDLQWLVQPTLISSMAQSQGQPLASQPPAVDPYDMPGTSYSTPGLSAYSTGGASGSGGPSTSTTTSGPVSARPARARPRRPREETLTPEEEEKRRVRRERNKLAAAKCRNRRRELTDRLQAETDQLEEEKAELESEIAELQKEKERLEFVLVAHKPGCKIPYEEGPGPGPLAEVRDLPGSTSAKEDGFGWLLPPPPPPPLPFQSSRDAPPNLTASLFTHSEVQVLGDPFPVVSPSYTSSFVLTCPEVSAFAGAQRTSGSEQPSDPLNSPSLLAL
V-ATPase pHluor: regulators of yeast V-ATPase proton pumping, primary screen, pHLuorin cytosolic pH fluorescence; S. cerevisiae; response, % at 10 µM; 350,000 tested, 0.37% active; in the data active means response mostly above about 7.3%, no sharp cut-off; inactive means mostly below about 5.4%; further: actives read high; inactives centre near 0; some compounds called inactive have numbers as strong as hits; reference of the scale not given here
Wnt act: Wnt/beta-catenin pathway activators, primary screen, cell-based, plate reader, single point | activation, % at 9.35 µM | Wnt/beta-catenin reporter cell assay, activator | 300,000 tested, 1.2% active | AID 743398, 2014; in the data active means activation above about 30%, passing the limit was not always enough;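 further: 0% = neutral control wells and 100% = positive control wells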
Rtt109 Vps75: inhibitors of C. albicans Rtt109/Vps75 HAT, primary screen, biochemical, ThioGlo CoA-SH fluorescence, plate reader | purified Rtt109/Vps75, 4 h | 330,000 tested, 0.16% active | inhibition, % at 34.9 µM | Histone acetyltransferase RTT109 (Candida albicans (strain SC5314 / ATCC MYA-2876)), … | AID 540336, 2011;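 active means inhibition of at least 50% in every replicate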
Target sequence (Q5AAJ8 whole entry, looked up): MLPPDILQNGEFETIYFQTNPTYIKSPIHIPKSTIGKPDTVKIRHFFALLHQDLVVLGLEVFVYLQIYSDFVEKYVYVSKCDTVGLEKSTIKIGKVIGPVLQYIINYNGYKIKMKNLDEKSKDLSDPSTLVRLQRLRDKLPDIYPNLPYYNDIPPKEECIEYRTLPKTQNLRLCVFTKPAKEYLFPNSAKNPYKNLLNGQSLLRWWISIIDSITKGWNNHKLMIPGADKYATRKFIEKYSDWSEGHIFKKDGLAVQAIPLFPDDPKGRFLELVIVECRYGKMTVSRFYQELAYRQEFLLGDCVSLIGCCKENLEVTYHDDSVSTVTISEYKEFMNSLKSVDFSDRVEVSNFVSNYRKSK
CAL PDZ FP-1: untagged CAL PDZ binding inhibitors, primary screen, biochemical, fluorescence polarization, HTS | 300,000 tested, 0.92% active | AID 602252, 2012 | inhibition, % at 24.9 µM | purified CAL PDZ, TMR-peptide fluorescence polarization, 1 h;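 active means mean inhibition of at least 30% with at least half of replicates also reaching 30%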;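 further: 0% = DMSO neutral control and 100% = excess unlabeled competitor peptide PRC23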
CAL PDZ FP-2: CAL PDZ peptide-binding inhibitors, primary screen, biochemical, fluorescence polarization, Cer-tagged CAL PDZ, HTS; Golgi-associated PDZ and coiled-coil motif-containing protein (Homo sapiens), Q9HD26; purified CAL PDZ, TMR-peptide fluorescence polarization, 1 h; inhibition, % at 20 µM; 330,000 tested, 0.02% active; AID 504414, 2011;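 active means highest replicate inhibition of at least 40%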;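 further: plate controls were DMSO neutral control wells for no effect and unlabeled competitor peptide control wells for full effect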
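System: purified tagged CAL PDZ domain construct (CerCALP). Schedule: 1 h incubation at room temperature before polarization reading. Medium: 25 mM sodium phosphate pH 7.4, 150 mM NaCl, TCEP, IgG, Thesit. Read-out: percent inhibition from loss of millipolarization. Measured by: FP readout, S and P plane fluorescence. Probe or stimulus: fluorescent TMR peptide probe.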
Numbers without * were called inactive; / = no result given.

SMILES	CDK5 p35 inh	Tat transport	cardiac RTF act	MITF act	dFosB act	V-ATPase pHluor	Wnt act	Rtt109 Vps75	CAL PDZ FP-1	CAL PDZ FP-2
CCOc1ccc(NC(=O)CC2SC(N)=NC2=O)c([N+](=O)[O-])c1 (stereo unspecified)	1.6	-4	10	5	-1	0	-2	-1	1	-1.2
O=C(c1ccc2c(=O)n3c(nc2c1)CCCCC3)N1CCN(c2cccc(Cl)c2)CC1	1.4	11	19	/	-11	5	0	7	19	-0.6
COc1ccc(C(=O)NNC2=NC(C)(C)Cc3ccccc32)cc1	-2.4	4	3	-11	4	1	1	-3	-3	-0.9
COc1ccc(C(C(=O)NCCC(C)C)N(CCO)C(=O)c2snc(C(N)=O)c2N)cc1 (stereo unspecified)	-1.2	-7	0	7	-17	-4	25	-1	-5	0.1
COc1cccc(CNC(=O)Cc2ccc(NC3=NC4CS(=O)(=O)CC4S3)cc2)c1 (stereo unspecified)	-0.3	2	7	/	-1	1	1	-2	-4	-1.8
Cc1ccccc1NC(=O)c1cccnc1	-0.2	1	5	-2	-2	-5	0	-7	/	-0.9
Cc1cc(C)c(-c2csc(NC(=O)C3=COCCO3)n2)c(C)c1	-2.8	7	0	-8	-6	-2	0	6	1	-2.8
Cc1noc(C)c1C(=O)NCCc1ccc(Cl)cc1	0.2	-2	5	3	5	6	-1	-7	/	-0.2
C=CCNC(=S)Nc1ccc2nc(C)oc2c1	1.3	-10	2	-8	4	-4	2	11	5	-1.0
COc1ccccc1-c1nc(-c2ccc(Br)cc2)no1	-1.1	8	-2	76	-7	5	/	-16	-1	-3.4
Cc1ccc(/C=N/NC(=O)C2COc3ccccc3O2)s1 (stereo unspecified)	-0.1	-3	1	-8	1	-2	-10	13	-2	-1.9
Cc1ccc(NC(=S)NC(=O)CC2CC(C)(C)OC2=O)cc1 (stereo unspecified)	0.3	-3	4	1	-7	3	12	-6	-2	-3.0
Cc1ccc(-c2cc(C(=O)N3CCCC3)c3ccccc3n2)s1	0.4	12	0	17	-6	2	2	-133	-2	-3.0
O=C1CCN(C2CCN(Cc3nc(Cc4ccccc4F)no3)CC2)CCN1	-1.9	-7	3	-3	3	-4	-1	/	1	-1.9
O=C(COC(=O)CNC(=O)c1ccc(Cl)cc1Cl)Nc1ccc(N2CCOCC2)cc1	-4.0	-8	4	4	-10	-1	0	-1	/	-0.3
CCOc1ccccc1NC(=O)N1CCCC1C(=O)NCc1ccco1 (stereo unspecified)	-0.2	-2	-7	-4	0	-6	0	4	-4	-0.9
CCCC(=O)Nc1ccc(C(=O)n2ccc(C)n2)cc1	-0.5	4	-5	-14	-6	-2	19	20	-14	-2.1
O=C(O)CCCC(=O)NCCCc1ccccc1	-2.1	-5	6	-12	5	5	/	2	-3	-1.5
NS(=O)(=O)c1ccc(NNC(=O)c2sccc2Cl)cc1	1.1	-7	5	/	6	0	1	-6	/	-0.3
CCO[C@H]1OC(C(=O)N2CCN(C)CC2)=C[C@@H](C)[C@@H]1CCCO	-2.3	4	-2	10	-3	-3	3	-7	-4	-0.7
O=S(=O)(c1ccccc1)N1CCn2c(nc3ccccc32)C1	0.5	-20	-2	/	1	-1	4	-3	1	0.1
COc1ccc(S(=O)(=O)N2CCN(C(=O)CN3C(=O)NC(C)(C)C3=O)CC2)cc1	-0.3	-5	-3	6	-7	1	2	2	-2	-0.6
COc1ccccc1NC(=O)c1ccc2c(c1)OCO2	-0.7	8	-1	/	2	1	12	2	-3	-0.8
C#CCOCCOCCOCCNc1nc(N2CCN(C(=O)C([C@@H](C)CC)n3cc(C(N)CC(C)C)nn3)CC2)nc(N2CCN(C(=O)[C@H](CCC(=O)O)n3cc(C(N)[C@H](C)CC)nn3)CC2)n1 (stereo partly specified)	-0.3	1	2	1	-10	-1	1	6	0	0.0

Results in cardiac RTF act, for three of the compounds above:
molecule	cardiac RTF act
Cc1ccc(-c2cc(C(=O)N3CCCC3)c3ccccc3n2)s1	0
O=C1CCN(C2CCN(Cc3nc(Cc4ccccc4F)no3)CC2)CCN1	3
O=C(COC(=O)CNC(=O)c1ccc(Cl)cc1Cl)Nc1ccc(N2CCOCC2)cc1	4

Next section
SMILES	CDK5 p35 inh	Tat transport	cardiac RTF act	MITF act	dFosB act	V-ATPase pHluor	Wnt act	Rtt109 Vps75	CAL PDZ FP-1	CAL PDZ FP-2
COCc1cc(=O)n2[nH]c(C)nc2n1	0.1	-8	-5	/	0	-3	/	20	-4	-1.6
O=C1[C@@H](Oc2ccccc2)[C@@H](c2ccncc2)N1c1ccncc1	4.2	-3	4	-6	-1	3	-5	-9	-1	-0.9
Cc1cc(SCC(=O)Nc2cccc(S(=O)(=O)NC3=NCCCCC3)c2)nc2ccccc12	0.9	5	-4	7	-17	4	-6	24	0	-3.2
NC(=O)CSC1=Nc2ccccc2C2=NC(CC(=O)NCc3cccs3)C(=O)N12 (stereo unspecified)	0.2	-6	1	-12	2	1	3	-6	-3	-0.5
O=C1CC(N2CCN(S(=O)(=O)c3ccccc3F)CC2)C(=O)N1c1ccccc1Cl (stereo unspecified)	-1.6	7	-2	-4	-6	2	4	-7	-2	-1.0
O=C(c1cc(-c2ccc(Cl)cc2)n[nH]1)N1CCc2ccccc2C1	/	-2	1	0	7	-3	-5	3	-1	-1.2
CC(Nc1cc(N2CCN(C(=O)C(C)(C)C)CC2)ccc1[N+](=O)[O-])c1ccccc1 (stereo unspecified)	-0.2	14	-6	-12	-7	1	/	0	/	0.2
O=C(CCNC(=O)c1ccccc1)NCC1CCCCC1	1.0	16	8	10	-5	2	0	2	-1	-0.3
COC(=O)c1ccccc1NC(=O)COC(=O)Cc1ccc(S(=O)(=O)N2CCOCC2)s1	1.0	3	2	12	-16	3	6	5	-3	-1.8
CCOC(=O)c1cc(C(=O)OCC)c(=O)[nH]c1N1CCCC1	-0.5	9	-6	-10	-3	-2	-2	/	-2	-2.1
COc1ccc(NS(=O)(=O)c2cccc(NC(=O)COc3ccc(OC)cc3)c2)cc1	0.8	1	-1	-2	-5	-2	0	-2	-5	-0.9
N#Cc1nc(Cc2ccccc2)oc1NCc1ccccc1Cl	0.2	-2	2	4	-7	4	/	23	0	-0.8
Cc1ccc(S(=O)(=O)CC(O)COc2ccccc2C#N)cc1 (stereo unspecified)	1.2	11	6	-2	-1	0	1	-9	-2	7.2
COc1ccc(NC(=O)CN(C)S(=O)(=O)c2ccc3c(c2)CCC(=O)N3)c(OC)c1	-5.0	6	2	5	-3	0	-2	-3	/	-0.6
C#CCN(C(=O)c1ccc(OC)c(OC2CCN(C(C)C)CC2)c1)C1CCCCC1	-2.4	3	1	4	-3	-2	1	4	-5	-3.3
CCNC(=S)N(CCc1c(C)[nH]c2ccc(OC)cc12)Cc1cccnc1	-0.3	4	-3	-1	-8	-3	2	5	-5	0.6
Cn1c(SC2CCCCC2=O)nnc1-c1ccncc1 (stereo unspecified)	0.3	-2	2	3	0	-3	/	7	-1	-0.5
COc1ccc(CN2CCC(C(=O)N3CCN(c4ccccc4F)CC3)CC2)cc1OC	0.4	6	16	/	-7	4	-3	-40	0	/
COc1ccccc1OC(C)C(=O)N1CCN(Cc2ccc3c(c2)OCO3)CC1 (stereo unspecified)	0.1	16	2	-8	1	-3	-1	-2	12	-2.7
On1nnc2ccccc21	-1.6	5	9	-14	-1	10	-2	1	-1	-3.6
COc1cc(OC)cc(-c2nnc(SCC(=O)NCc3cccs3)o2)c1	0.6	-3	-3	-6	-8	1	/	-4	-5	-0.5
CC(C)C(CO)N1CCN(Cc2ccccc2)CCC1=O (stereo unspecified)	0.5	-3	1	-4	-3	1	-2	-1	-3	0.3
CN(C)S(=O)(=O)c1ccc(C(=O)N(c2ccccn2)c2ccccn2)cc1	0.9	7	3	-5	-1	5	-2	-5	4	-0.1
CCOc1ccccc1N1CCN(Cc2cccc(OC)c2OC)CC1	0.2	-3	-5	-6	-6	2	-2	1	-2	-1.2
Cc1ccc2nc(Nc3nc(CSc4nnc(C)s4)cc(=O)[nH]3)nc(C)c2c1	-0.6	-1	-2	9	-48	-4	0	4	-3	-8.4
Cc1ccc([C@@H]2CC=C(C(=O)O)[C@H](c3ccccc3F)N2S(=O)(=O)c2ccc(C)cc2)cc1	1.3	-1	-4	0	-4	-2	0	0	-3	-0.6
CN1C(=O)NC(c2ccc(O)cc2)C2=C1CN(c1ccccc1)C2=O (stereo unspecified)	0.5	-2	-5	30	2	-1	1	-4	2	-2.0
Cc1nc2ncnn2c(C)c1CCC(=O)Oc1ccccc1	5.9	-2	0	/	9	10	-2	-2	-4	-0.8
Cc1ccccc1NC(=O)COc1ccc(Br)cc1CNCCCO	-9.4	11	0	2	-13	0	-3	1	1	-2.2
CCC(c1nnc(SCC(=O)Nc2nnc(-c3ccccc3)o2)o1)N(C)C (stereo unspecified)	-0.7	1	0	-11	4	-3	1	3	-2	0.8
CCNC(=O)C1CC(=O)N(Cc2ccc(F)cc2)C(=Nc2ccc(OC)cc2)S1 (stereo unspecified)	-0.4	12	3	-5	1	5	0	-2	-3	-0.8
Cc1ccc(C(=O)Nc2cccc(C(=O)NCc3ccccc3)c2)o1	-0.4	-1	3	-1	-11	0	/	-3	/	-1.4
CCOC(=O)C1=C(C)N=C2c3ccccc3C(=O)C2C1c1ccc(Cl)cc1 (stereo unspecified)	-2.5	-5	0	6	-6	4	-10	16	-2	-0.2
O=C(c1ccco1)N1CCN(C(=O)c2cnn(-c3ccc(Cl)cc3)c2C2CCNCC2)CC1	1.1	3	-4	6	-2	1	-1	1	0	0.2
Cc1ccc(C2N(c3ccc(Cl)cc3)C(=O)N3CCCN23)cc1 (stereo unspecified)	-0.6	-9	1	2	-5	-7	-1	/	-2	-0.6
CCN(C(=O)COC(=O)/C=C/c1ccc(OC(F)F)c(OC)c1)C1CCS(=O)(=O)C1 (stereo unspecified)	-0.8	7	-3	-5	-10	0	1	4	-5	-1.0
N#Cc1c(NC(=S)NC(=O)Cc2cccs2)sc2c1CCCCC2	0.9	-1	-1	0	1	-7	/	-8	/	-1.0

Rows are unselected. About 4.1% of those tested had a hit in this group.
